Rtt109 HAT inh: C. albicans Rtt109 histone acetyltransferase inhibition; inhibition, % at 34.9 µM; purified Rtt109/Vps75, ThioGlo CoA-SH fluorescence, 4 h; Q5AAJ8; 330,000 compounds, 0.16% hits;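 active means inhibition of at least 50% in every replicate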
Target sequence (Q5AAJ8 whole entry, looked up): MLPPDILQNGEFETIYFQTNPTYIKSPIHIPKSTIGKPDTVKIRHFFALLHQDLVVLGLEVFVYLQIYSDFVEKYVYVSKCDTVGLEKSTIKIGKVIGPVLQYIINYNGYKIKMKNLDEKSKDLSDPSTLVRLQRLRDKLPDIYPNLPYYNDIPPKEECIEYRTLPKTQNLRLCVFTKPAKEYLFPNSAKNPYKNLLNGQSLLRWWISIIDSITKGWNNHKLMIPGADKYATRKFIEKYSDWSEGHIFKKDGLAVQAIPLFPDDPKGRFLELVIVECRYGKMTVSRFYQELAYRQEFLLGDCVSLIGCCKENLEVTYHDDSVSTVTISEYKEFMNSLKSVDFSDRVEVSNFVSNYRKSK
CDK5 p35 inh: CDK5/p35 (human) kinase inhibition; 330,000 compounds, 0.01% hits; Q00535+Q15078; inhibition, % at 10 µM; Recombinant CDK5/p35, ADP-Glo luminescence, 60 min;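 active means highest replicate inhibition of at least 50% and at least 75% of replicates reaching 50%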;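 further: plate controls were DMSO neutral control for no effect and GW8510 at 10 µM for full effect; many of its hits are not listed in these tables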
Target sequence (Q00535 whole entry, looked up): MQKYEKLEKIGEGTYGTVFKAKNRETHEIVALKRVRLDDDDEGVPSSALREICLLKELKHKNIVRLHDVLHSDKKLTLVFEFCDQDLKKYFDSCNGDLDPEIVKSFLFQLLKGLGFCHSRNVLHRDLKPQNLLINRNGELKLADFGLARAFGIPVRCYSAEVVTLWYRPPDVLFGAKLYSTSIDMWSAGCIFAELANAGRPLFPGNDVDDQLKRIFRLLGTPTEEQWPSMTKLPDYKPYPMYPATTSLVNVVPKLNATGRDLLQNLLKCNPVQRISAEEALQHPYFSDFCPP
Target sequence (Q15078 whole entry, looked up): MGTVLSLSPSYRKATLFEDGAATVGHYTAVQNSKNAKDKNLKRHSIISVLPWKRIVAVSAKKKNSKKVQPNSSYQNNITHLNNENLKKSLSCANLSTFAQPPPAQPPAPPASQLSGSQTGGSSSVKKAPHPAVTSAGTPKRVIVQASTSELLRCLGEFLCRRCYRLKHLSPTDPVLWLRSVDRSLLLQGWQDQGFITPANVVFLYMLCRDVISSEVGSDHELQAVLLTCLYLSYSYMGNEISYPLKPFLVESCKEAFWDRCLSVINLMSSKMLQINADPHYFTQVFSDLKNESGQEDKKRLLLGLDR
MITF act: activators of MITF-driven TRPM1 promoter activity in SK-MEL-5 cells; 300,000 compounds, 0.75% hits; activation, % at 12.5 µM; SK-MEL-5 TRPM1-promoter luciferase, 24 h; % of positive control, neutral wells = 0; AID 588334;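 active means mean activation of at least 80% with every replicate also reaching 80%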;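 further: 0% = neutral control wells and 100% = parthenolide positive control wells; values of inactives mirror those of a sister screen read the other way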
cardiac RTF act: increases calcium sensitivity of human cardiac regulated thin filaments; IANBD-labeled TnC RTF fluorescence at EC20 calcium; 0% EC20 calcium, 100% full calcium; activation, % at 7.2 µM; P19429+P45379; 340,000 compounds, 0.24% hits;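 active means activation above the mean over all tested compounds plus 3 SD, cut at about 30% in these data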;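 further: rise in fluorescence read as greater calcium sensitivity of cardiac thin filaments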
CAL PDZ FP-1: inhibitors of human CAL PDZ peptide binding; Q9HD26; purified CAL PDZ, TMR-peptide fluorescence polarization, 1 h; inhibition, % at 24.9 µM; 300,000 compounds, 0.92% hits; AID 602252;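 active means mean inhibition of at least 30% with at least half of replicates also reaching 30%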;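 further: 0% = DMSO neutral control and 100% = excess unlabeled competitor peptide PRC23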
dFosB activator: mouse delta FosB homodimer activation; P13346; AID 493131; 340,000 compounds, 0.99% hits; purified delta FosB, TAMRA-CDK5 oligo fluorescence polarization; percent of positive-control signal above neutral wells; activation, % at 25 µM;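 active means mean activation above about 17%, with every replicate also reaching it, limit read from the data, passing the limit was not always enough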;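 further: fluorescence polarization rise as delta FosB binds a TAMRA Cdk5 AP-1 oligo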
CAL PDZ FP-2: inhibitors of human CAL PDZ peptide binding. 330,000 compounds, 0.02% hits. AID 504414. Q9HD26. inhibition, % at 20 µM. purified CAL PDZ, TMR-peptide fluorescence polarization, 1 h;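 active means highest replicate inhibition of at least 40%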;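 further: plate controls were DMSO neutral control wells for no effect and unlabeled competitor peptide control wells for full effect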
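Material: tagged CAL PDZ domain; buffer or medium: 25 mM sodium phosphate pH 7.4, 150 mM NaCl, TCEP, IgG, Thesit; compound dosing: single point, 20 µM; schedule: 1 h incubation at room temperature before polarization reading; measured by: FP readout, S and P plane fluorescence; read-out basis: percent inhibition from loss of millipolarization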
Tat export inh: inhibitors of E. coli Tat protein transport; E. coli MC4100 TorA-mCherry Tat export, fluorescence; inhibition, % at 10 µM; 340,000 compounds, 0.036% hits;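 active means mean replicate inhibition at least 50% and at least half of replicates individually reaching 50%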;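 further: exported cargo escapes ClpAP degradation while cytoplasmic cargo is degraded and loses fluorescence; 0% = median of neutral control wells and 100% = median of NaSCN control wells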
Wnt act: activators of Wnt/beta-catenin signaling. activation, % at 9.35 µM. AID 743398. Wnt/beta-catenin reporter cell assay, activator, plate reader. 300,000 compounds, 1.2% hits; in the data active means activation above about 30%, passing the limit was not always enough;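 further: 0% = neutral control wells and 100% = positive control wells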
V-ATPase pH: alters yeast V-ATPase proton transport; response, % at 10 µM; S. cerevisiae, pHLuorin cytosolic pH fluorescence; 350,000 compounds, 0.37% hits; in the data active means response mostly above about 7.3%, no sharp cut-off; inactive means mostly below about 5.4%; further: actives read high; inactives centre near 0; some compounds called inactive have numbers as strong as hits; reference of the scale not given here
* marks the source's active call; other numbers are inactive results; · = not tested or not shown.

SMILES | Rtt109 HAT inh | CDK5 p35 inh | MITF act | cardiac RTF act | CAL PDZ FP-1 | dFosB activator | CAL PDZ FP-2 | Tat export inh | Wnt act | V-ATPase pH
CN(CC(=O)Nc1ccc(F)cc1)C(=O)COC(=O)c1ccccc1 | 11 | -0.1 | -8 | 6 | -4 | 2 | 0.1 | 3 | 0 | 1
O=C(COC(=O)CCc1ccc(S(=O)(=O)N2CCOCC2)cc1)NCc1ccccc1 | -9 | -0.8 | 12 | 1 | · | 0 | -1.1 | -8 | 1 | -1
CCOC(=O)CC(NC(=O)c1ccccc1F)c1ccc(C)cc1 (stereo unspecified) | 3 | 1.1 | -2 | 5 | 5 | -4 | 0.0 | 0 | -2 | 3
O=C(Nc1cccc2ccccc12)N1CCN(Cc2ccc3c(c2)OCO3)CC1 | 12 | -0.7 | -1 | 1 | · | -6 | -1.5 | -11 | -3 | -1
Cc1c(C(O)CN2CCC(C(N)=O)CC2)c2ccccc2n1C (stereo unspecified) | 9 | 2.2 | -9 | -1 | -4 | 3 | -1.1 | -3 | · | -1
C/C=C(\C)C(=O)N1CCC(C(=O)c2ccccc2)CC1 | -5 | -1.1 | -9 | -3 | -8 | 8 | -0.4 | 3 | -3 | 2
CC(=O)N1CCc2c(sc(NC(=O)Cc3ccccc3)c2C#N)C1 | -2 | 2.7 | 3 | -8 | -4 | -4 | -2.4 | -4 | 3 | -4
CCCCn1c(-c2nonc2N)nc2ccccc21 | -5 | -0.6 | -5 | 3 | -5 | 0 | -1.6 | 6 | · | -2
CCCn1c(-c2cccc([N+](=O)[O-])c2)nc2c1c(=O)[nH]c(=O)n2Cc1ccccc1 | 10 | · | -14 | -2 | 2 | -11 | -0.5 | 23 | -6 | 0
Cc1ccc(S(=O)(=O)N2[C@@H](c3ccc(F)cc3)C(C(=O)O)=CC[C@H]2c2cccc(Cl)c2)cc1 | 24 | -2.4 | 6 | 3 | 0 | 1 | -1.2 | 5 | -1 | 9
C=CCOC(=O)c1cc(-c2ccc(/C=C3\C(=O)NC(=O)C(C#N)=C3C)o2)ccc1Cl | -14 | 0.8 | 10 | -12 | -5 | -22 | -0.2 | 11 | 6 | -1
Cn1cnnc1SCc1ccc(C#N)cc1Cl | -3 | 0.2 | 11 | -9 | -5 | 0 | -1.0 | -13 | -2 | 2
Cc1cccc(Nc2ncnc(N)n2)c1 | -5 | 1.5 | 24 | 0 | 4 | 1 | -1.1 | 3 | 3 | 4
CCCCn1c(N)c(N(CC(C)C)C(=O)c2ccc(N(C)S(=O)(=O)c3ccc(C)cc3)cc2)c(=O)[nH]c1=O | -1 | -0.4 | 1 | -6 | · | 2 | -0.8 | -3 | -2 | 2
O=C(CC(c1ccccc1)c1ccccc1)Nc1ccc2c(c1)OCCO2 | 10 | 0.1 | 3 | 6 | -4 | -8 | -1.2 | 16 | · | 3
O=C(c1cc(COc2ccc(F)cc2F)on1)N1CCOCC1 | 0 | 0.3 | 55 | -6 | -6 | 1 | -1.6 | 5 | 12 | -2
COc1ccc(OCC(=O)Nc2nc3cc4c(cc3s2)OCCO4)cc1 | 2 | -0.4 | 8 | -2 | -4 | 47* | -1.4 | 2 | 4 | 3
Cc1ccc([N+](=O)[O-])cc1NC(=S)NC(=O)CC(C)(C)C | -3 | 1.8 | 5 | 4 | · | -16 | -3.0 | -3 | · | -3
COc1ccc(CCNCC(C)c2ccccc2)cc1 (stereo unspecified) | 7 | 1.1 | -5 | 7 | -2 | -5 | 0.9 | -3 | -1 | 1
COc1ccc(CNC(=O)Nc2ccc3c(c2)N(C)C(=O)CS3)cc1 | 7 | 1.5 | -11 | -7 | 4 | -11 | 0.4 | -8 | -1 | 0
NC(=O)C1CCCN(C(=O)c2ccc3c(c2)NC(=O)CS3)C1 (stereo unspecified) | 1 | -0.3 | 7 | -5 | 7 | 9 | 0.2 | -1 | -1 | -2
O=C(NC(=S)N1CCN(c2ccc([N+](=O)[O-])cc2)CC1)c1ccccc1Cl | · | 0.4 | -16 | -1 | -3 | -5 | -2.2 | 2 | 3 | -3
O=C(CCCCCN1C(=O)c2cccc([N+](=O)[O-])c2C1=O)Nc1ccccc1F | -1 | -0.3 | -10 | -2 | 3 | -2 | 0.1 | -10 | 5 | 0
C/C(=N/N=C1/NC(=O)CC(C(=O)O)S1)c1ccccc1 (stereo unspecified) | 1 | -1.2 | -9 | 0 | -5 | -11 | -0.5 | -4 | -3 | 3

Single entries from the results shown.
Value for `CCCCn1c(N)c(N(CC(C)C)C(=O)c2ccc(N(C)S(=O)(=O)c3ccc(C)cc3)cc2)c(=O)[nH]c1=O` under Tat export inh: -3
Value for `COc1ccc(OCC(=O)Nc2nc3cc4c(cc3s2)OCCO4)cc1` under cardiac RTF act: -2
Value for `COc1ccc(CCNCC(C)c2ccccc2)cc1` (stereo unspecified) under dFosB activator: -5

(continued)
SMILES | Rtt109 HAT inh | CDK5 p35 inh | MITF act | cardiac RTF act | CAL PDZ FP-1 | dFosB activator | CAL PDZ FP-2 | Tat export inh | Wnt act | V-ATPase pH
CCc1cc2ccc(C)cc2nc1SCC(=O)Nc1cc(OC)c(OC)cc1C(=O)O | 9 | -0.3 | -6 | 10 | -4 | -1 | -0.4 | -5 | -3 | -6
Cc1ccc(C(=O)NCCSC(C)(C)C)cc1[N+](=O)[O-] | -8 | -0.6 | 48 | -2 | 0 | -4 | 0.1 | 3 | · | -6
COc1ccc(Nc2nnc(-c3ccc(C(=O)NCCO)cc3)c3ccccc23)cc1 | 1 | 1.6 | -11 | -3 | -3 | -7 | 1.2 | -2 | -2 | -2
Cc1ccc(Cl)cc1NC(=O)C1CCCN1S(=O)(=O)c1ccc(-c2ccc(=O)[nH]n2)s1 (stereo unspecified) | -6 | -4.5 | -5 | 4 | -2 | -3 | -2.8 | -4 | -4 | 0
CCCNC(=O)c1sc2c(c1C(=O)Nc1ccccn1)CCCC2 | 1 | -1.0 | -5 | 1 | -4 | -11 | -1.5 | 4 | 0 | 5
CCOC(=O)Cn1nc(-c2ccc(Cl)cc2)cc1N | · | -0.3 | · | 7 | -3 | 3 | -2.0 | 0 | -7 | ·
CCOc1ccccc1NC(=O)CCNC(=O)c1ccc(Cl)cc1 | 9 | -2.0 | -3 | 3 | 5 | -5 | -0.3 | -13 | -2 | 2
Cn1nnnc1SCc1ccc(F)cc1 | 16 | -0.1 | 6 | -7 | -3 | -1 | -0.6 | -1 | · | 6
COc1ccc(C(=O)N2CCC3(CC2)NCCc2[nH]cnc23)cc1 | 30 | 0.6 | -3 | -1 | -2 | -3 | -1.5 | -7 | 1 | -2
CCC(C)(C)NC(=O)Cn1c(-c2ccc(C)cc2)noc1=O | 7 | 0.5 | 6 | -4 | -6 | 7 | -0.2 | -4 | 0 | -2
O=C(NCCN1CCOCC1)C(=O)NCC1OCCN1S(=O)(=O)c1cc(F)ccc1F (stereo unspecified) | -9 | 1.6 | 2 | -2 | 11 | -1 | -0.2 | -1 | 2 | 6
COc1ccc(CCNC(=O)NCCc2c[nH]c3ccccc23)cc1OC | 3 | 0.6 | -3 | 0 | · | 3 | -0.5 | -2 | -1 | -4
C=CCSc1ncnc2c1oc1nc3c(cc12)COC(C)(C)C3 | 1 | 0.2 | 13 | 0 | 84* | 6 | -0.8 | 0 | 1 | 1
CC(/C=N/NC(=O)c1nnn(-c2nonc2N)c1CN1CCCCC1)=C\c1ccccc1 | 6 | -1.8 | 5 | 1 | 4 | 0 | -1.9 | 6 | -2 | -4
Cc1cc(C(=O)NCCCN(C)C)c2ccccc2n1 | -3 | 0.2 | 6 | 2 | -2 | 7 | -0.9 | 0 | -1 | 1
CCOC(=O)c1sc(=NC(=O)c2ccc(C)c(C)c2)n(C)c1C | -7 | -7.4 | 78 | 2 | -4 | -2 | · | -1 | 0 | 1
Cc1c(/C(O)=C2/C(=O)C(=O)N(CCN(C)C)C2c2ccc(C(C)C)cc2)cnn1-c1ccccc1 (stereo unspecified) | 0 | 1.5 | · | -6 | · | -5 | 0.3 | 0 | 3 | -7
Cc1oc(-c2ccccc2F)nc1CS(=O)CC(=O)NC1CC1 (stereo unspecified) | 8 | 1.2 | -1 | 3 | -2 | -3 | -1.4 | -5 | 1 | 6
CCN(CC)S(=O)(=O)c1ccc(C(=O)NCC(c2ccc(OC)cc2)N2CCOCC2)cc1 (stereo unspecified) | -4 | -2.5 | -4 | 5 | -2 | -8 | -3.2 | 1 | -2 | -4
CCN(C(=O)CSc1nc2ccc(O)cc2c(=O)n1-c1ccc(OC)c(OC)c1)C1CCS(=O)(=O)C1 (stereo unspecified) | 2 | -0.4 | 4 | 1 | -2 | -6 | -2.7 | -2 | 1 | 5
O=C(CC1Nc2ccccc2NC1=O)NCc1cccnc1 (stereo unspecified) | 0 | -2.6 | 4 | -4 | 0 | 1 | · | -3 | · | -4
COc1ccc(CCNS(=O)(=O)c2ccc3c(c2)CCN3C(=O)CCC(=O)O)cc1OC | -2 | 1.0 | 6 | -2 | · | 4 | -0.2 | -4 | · | 0
COc1ccc(S(=O)(=O)N2CCOC2CNC(=O)C(=O)NCCc2ccccc2)cc1C (stereo unspecified) | 8 | -0.8 | · | -1 | · | -21 | -0.8 | -12 | -1 | 1
CCN(CC)S(=O)(=O)c1ccc(N(C)C)c(NC(=O)CSCc2c(C)noc2C)c1 | 35 | -0.3 | -8 | 3 | 1 | -13 | -1.5 | 0 | -3 | -3
CCOc1ccc(NC(=S)Nc2ccc(F)cc2)cc1 | 12 | -1.5 | · | -1 | -7 | -6 | 0.6 | -3 | -3 | 0
CCc1nc2ccccc2c(C(=O)OCC(=O)C(C)(C)C)c1C | 0 | 4.0 | -5 | -3 | -3 | -4 | · | 8 | -1 | 0
O=C1COc2ccc(C(=O)COC(=O)c3ccco3)cc2N1 | -5 | 0.8 | 1 | -1 | · | -3 | 0.3 | 7 | 7 | -2
O=Cc1ccc(-c2ccccc2C(=O)O)o1 | 12 | 1.1 | -3 | 6 | -7 | 1 | · | -19 | -4 | 2
O=C(O)CNC(=S)NCc1ccccc1 | -2 | -3.9 | -5 | 2 | -5 | 6 | 0.0 | -1 | 0 | 2
COc1ccc(C(O)(CCC(C)C)C(CN2CCOCC2)c2ccc(Cl)cc2)cc1 (stereo unspecified) | -1 | -0.6 | -10 | 1 | 0 | -11 | -1.1 | 24 | -2 | 5
OCCNCc1ccc(-c2ccccc2)cc1 | 2 | -0.7 | 10 | 0 | -1 | 2 | -2.1 | -3 | -3 | 0
C=C(C)c1cccc(C(C)(C)NC(=O)Nc2nncs2)c1 | 2 | -0.5 | -15 | -2 | -4 | -4 | -0.4 | 1 | 4 | 3
Cc1ccc(-c2c(C#N)c(N)nc3c2CCCC3)o1 | -3 | 0.7 | -12 | 0 | 2 | -4 | -1.1 | -2 | 0 | -1
O=C(O)c1[nH]c2ccccc2c1NS(=O)(=O)c1ccc(F)cc1 | 3 | 0.4 | -27 | -4 | -6 | 1 | -2.1 | -2 | 1 | 1

Compound activity as filed in PubChem.
